Nrf2 ARE act: qHTS of Nrf2 Activators. AREc32 ARE-luciferase reporter (MCF7-derived line), luminescence, 24 h. hit rate 0.31% among 410,000. Potency, µM (top dose mostly 46.1 µM), for inactives: at the top dose activation, actives largely listed as activators; note: % of control where 0% means no effect; nearly all actives have a fitted effect of over 65% in size
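Nrf2 activation is followed as ARE-luciferase induction in the AREc32 line after one day of compound treatment; luminescence is read with Steady-Glo.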
TGFb inhibitor: qHTS for Inhibitors of TGF-b. HepG2 CAGA-GFP TGF-b/SMAD3 reporter, GFP fluorescence, 18 h; TGF-beta stimulated, 500 pg/mL final. Potency, µM (series often up to 46.1 µM), inactives show at the top dose activity, negative = inhibition, most hits filed as inhibitors. hit rate 1.2% among 410,000; note: % is set by controls: 0 for no effect and ±100 for the full control effect; nearly all actives have a fitted effect of over 65% in size
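GFP signal (ex488/em500-530) from TGF-beta-stimulated HEPG2 CAGA-GFP cells, 500 pg/mL final, 18 h at 37 degrees C in DMEM plus 1% FBS, normalized to unstimulated and DMSO-stimulated controls.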
Nrf2 inh: Nrf2 qHTS screen for inhibitors. A549 ARE-Fluc reporter, luciferase luminescence, 18-24 h. AID 504444, 2011. hit rate 2.1% among 360,000. Potency, µM (titrated, usually from 46 µM), for inactives: top-dose activity change, negative = inhibition, actives largely listed as inhibitors; note: % is set by controls: 0 for no effect and ±100 for the full control effect; nearly all actives have a fitted effect of over 60% in size
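Nrf2 function is reported as luminescence of an ARE-controlled luciferase in A549 cells. Compounds were tested at several concentrations, and a CellTiter-Fluor read on the same wells flagged cytotoxicity.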
ATXN2 expr inh: Primary qHTS for Inhibitors of ATXN expression; hit rate 0.72% among 360,000; Potency, µM (titrated, usually from 57 µM), for the others: top-dose activity change, negative = inhibition, most hits filed as inhibitors; HEK-293 ATXN2-luciferase reporter, luminescence, 24 h; note: % is set by controls: 0 for no effect and ±100 for the full control effect; nearly all actives have a fitted effect of over 55% in size
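ATXN2-luciferase reporter cells (luciferase flanked by upstream and downstream ATXN2 gene portions) were treated 24 h at 37 °C with compounds at up to 57 uM. SteadyGlo luminescence gave expression; GF-AFC fluorescence gave viability.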
EPAC2 antagonist: qHTS for Antagonist of cAMP-regulated guanine nucleotide exchange factor 2 (EPAC2): primary screen; EPAC2 GEF exchange of Rap1B-BODIPY-GDP, fluorescence; AID 720708, 2013; Rap guanine nucleotide exchange factor 4 (Homo sapiens), Q8WZA2; Potency, µM (top dose mostly 114 µM), without a hit: at the highest dose activity, negative = inhibition, actives largely listed as inhibitors; hit rate 0.18% among 360,000; note: % is set by controls: 0 for no effect and ±100 for the full control effect; nearly all actives have a fitted effect of over 45% in size; many of its hits are not listed in these tables
Target sequence (Q8WZA2 whole entry, looked up): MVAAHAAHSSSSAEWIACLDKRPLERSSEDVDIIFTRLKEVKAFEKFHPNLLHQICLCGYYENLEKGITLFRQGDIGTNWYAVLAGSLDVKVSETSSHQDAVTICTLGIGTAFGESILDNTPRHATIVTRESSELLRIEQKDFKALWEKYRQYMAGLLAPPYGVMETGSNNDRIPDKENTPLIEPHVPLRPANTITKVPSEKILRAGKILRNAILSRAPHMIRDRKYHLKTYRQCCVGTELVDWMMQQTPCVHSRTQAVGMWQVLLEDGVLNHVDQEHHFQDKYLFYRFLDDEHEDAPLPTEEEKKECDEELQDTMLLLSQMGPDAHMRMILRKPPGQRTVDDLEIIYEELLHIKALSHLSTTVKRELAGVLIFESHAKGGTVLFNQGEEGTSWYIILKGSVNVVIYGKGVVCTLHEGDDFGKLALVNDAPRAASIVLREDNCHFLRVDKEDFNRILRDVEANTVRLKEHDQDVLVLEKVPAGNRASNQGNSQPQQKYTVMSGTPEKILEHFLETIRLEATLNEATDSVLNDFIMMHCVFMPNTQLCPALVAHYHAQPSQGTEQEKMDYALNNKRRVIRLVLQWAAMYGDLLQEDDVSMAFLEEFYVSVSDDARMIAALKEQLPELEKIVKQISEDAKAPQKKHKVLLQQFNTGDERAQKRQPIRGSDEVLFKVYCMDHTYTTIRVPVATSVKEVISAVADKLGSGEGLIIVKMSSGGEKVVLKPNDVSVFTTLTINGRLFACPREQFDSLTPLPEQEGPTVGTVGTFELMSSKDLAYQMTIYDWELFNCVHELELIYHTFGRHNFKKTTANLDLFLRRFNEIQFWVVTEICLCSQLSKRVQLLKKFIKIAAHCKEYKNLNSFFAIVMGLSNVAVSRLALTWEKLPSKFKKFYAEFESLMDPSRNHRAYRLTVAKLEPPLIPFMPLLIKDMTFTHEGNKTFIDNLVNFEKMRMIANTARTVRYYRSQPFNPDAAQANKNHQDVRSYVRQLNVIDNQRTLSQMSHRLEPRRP
MCF10A rerep: A quantitative high throughput screen for small molecules that induce DNA re-replication in MCF 10a normal breast cells. Potency, µM (doses to about 46.1 µM), inactives show top-dose activity, positive = re-replication, hits mostly activators. MCF 10A DNA re-replication, Hoechst nuclear intensity, 48 h. hit rate 2.9% among 350,000. AID 624296, 2012; note: % of control where 0% means no effect; nearly all actives have a fitted effect of over 50% in size
HepG2 tox: qHTS for Inhibitors of TGF-b: Cytotox Counterscreen; hit rate 0.76% among 410,000; HepG2 CAGA-GFP viability, ATP luminescence, 18 h; Potency, µM (top dose mostly 46.1 µM), for the others: at the highest dose activity change, negative = cytotoxicity, usual class: cytotoxic; note: some results filed as inactive show a strong effect at the top dose
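CellTiter-Glo luminescence gave cytotoxicity after 18 hours at 37 degrees C. The cells were HepG2 CAGA-GFP in 1% FBS DMEM, stimulated with 500 pg/mL TGF-beta after compound addition. %Activity was normalised to no-cell wells (complete cell-killing) and DMSO (no toxicity), and curves were fitted and classified.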
S2 tox: Viability Counterscreen for Primary qHTS for Inhibitors of ATXN expression. Potency, µM (series often up to 56.7 µM), hits mostly cytotoxic. hit rate 0.49% among 400,000. S2 cells (HEK-293 line with an ATXN2-luciferase reporter) viability, CellTiter-Fluor protease fluorescence, 24 h. AID 651635, 2014; note: nearly all actives have a fitted effect of over 40% in size
A549 tox: Nrf2 qHTS screen for inhibitors: counterscreen for cytotoxicity. hit rate 0.16% among 390,000. A549 ARE-Fluc cells, CellTiter-Fluor viability, 18-24 h. AID 504648, 2011. Potency, µM (highest dose often 46 µM), without a hit: at the top dose activity change, negative = cytotoxicity, most hits filed as inhibitors; note: % is set by controls: 0 for no effect and ±100 for the full control effect
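A549 ARE-Fluc cells in 5% FBS OPTI-MEM, 5000 cells/well, rested 2 h then exposed to compounds in concentration-response for 18-24 h at 37 °C. Viability by CellTiter-Fluor fluorescence (Ex 405/Em 525) after 30 min; luciferase luminescence (BugLite, 15 min, RT) read afterwards.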
Numbers without * were called inactive; i = inactive; ? = inconclusive; . = no result given; & = joins results of further samples; [ ] = another dose, or the depositor's remark. Calls come from the whole dose curve; as a rule, active = well fitted curve in the direction sought with a large enough effect; inconclusive = small, poorly fitted or top-dose-only effect, or another doubt; inactive = no such curve, though single readings can be large; an effect the other way counts as inactive or inconclusive. Potency is the fitted concentration of half-maximal effect. This is a subset. The share of hits here may be higher or lower than overall.

SMILES | Nrf2 ARE act | TGFb inhibitor | Nrf2 inh | ATXN2 expr inh | EPAC2 antagonist | MCF10A rerep | HepG2 tox | S2 tox | A549 tox
COc1ccc(CCNC(=O)NCc2noc3ccccc23)c(OC)c1 | 3.2% | 24% | -2% | 6% | . | . | -6% | i | 8%
Cc1cc(OCCCCN2C(=O)NC(C)(C)C2=O)ccc1[N+](=O)[O-] | 2.9% | 3% | ? | 2% | 2% | -22% | -33% | i | -15%
COc1ccc(N(C(=O)Cn2nnc3ccccc32)C(C(=O)NC(C)(C)C)c2ccc(OC)c(O)c2)cc1 (configuration not stated) | -0.8% | 0% | 11% | . | -4% | 1% | 6% | i | 2%
CCOC(=O)CC(=O)NC(CC(=O)OC)c1ccc(Br)cc1 (configuration not stated) | -0.3% | -17% | -14% | -5% | 6% | -7% | 11% | i | -2%
O=C(c1ccccc1F)N1CCN(c2ccc([N+](=O)[O-])c(N3CCOCC3)c2)CC1 | 2.1% | -26% | -5% | -14% | -4% | 5% | -6% | ? | -26%
CC(=O)c1cccc(NC(=O)COC(=O)CC2CC3CCC2C3)c1 (configuration not stated) | -0.3% | -7% | 16% | 6% | -2% | 11% | -9% | i | 2%
Cc1cc(C)nc(-n2nc(C)cc2NC(=O)CNCc2ccccc2)n1 | 2.2% | -6% | 9% | -3% | -5% | 11% | -63% | i | -6%
Cn1c(NCCc2ccncc2)nc2cc(-c3cccc(C(F)(F)F)c3)sc2c1=O | ? | -16% | . | 17% | -12% | . | 2% | i | .
CCC(C(=O)N1CCN(c2ccccc2)CC1)n1c(C)c2cnn(-c3ccccc3)c(=O)c2c1C (configuration not stated) | 1.2% | ? | -4% | -10% | . | . | -14% | i | -2%
CCOC(=O)CN(C(=O)COc1nc(-c2ccccc2)cc(C)c1C#N)c1cccc(OC)c1 | 0.9% | -19% | -24% | . | 1% | -2% | -12% | i | -5%
COc1ccc2nc3oc(C(=O)NC4CCN(Cc5ccccc5)CC4)cc3cc2c1 | -0.1% | 2% | 8% | -16% | 3% | -7% | -14% | i | -3%
CCCC(=O)c1ccc(N2CCN(S(=O)(=O)c3ccc(C)cc3)CC2)c(F)c1 | -0.8% | -17% | ? | -18% | -13% | 8% | -5% | i | 4%
Cc1ccccc1CN1C[C@@H]2C[C@@H](c3cnc(N4CCOCC4)s3)N3CCC[C@@]23C1=O | -1.8% | ? | -10% | . | -1% | ? | -8% | i | -23%
Oc1ccccc1OCCOc1ccccc1OCCOc1ccccc1O | 3.8% | 0% | 5% | -25% | -18% | 17% | 2% | i | 2%
O=C(CN1C(=O)c2cccnc2Oc2ccc(Cl)cc21)Nc1ccc(F)cc1 | 12% | -5% | -4% | -1% | 2% | 0% | -21% | i | 2%
Cc1cc(/C=C(\C#N)C(=O)Nc2ccc(Cl)cc2)c(C)n1-c1ccc(N2CCOCC2)c([N+](=O)[O-])c1 | -0.9% | 18% | 5.2µM* | -8% | 0% | 14% | 34% | ? | -23%
CCOCCCNC(=O)CCS(=O)(=O)Cc1ccc(C)cc1 | -0.2% | -2% | -24% | 5% | 0% | ? | 7% | i | -15%
O=C(O)c1ccc(Nc2ncnc3scc(-c4ccccc4)c23)cc1 | -0.3%[9.22 µM] | 2%&-4% | ? | 0%&0% | -5% | -7% | -12%&2% | i | 2%&6%
Cc1cc(C)cc(OCC(=O)OCC(=O)c2cc(C)n(C3CC3)c2C)c1 | -0.3% | -6% | -7% | -9% | -5% | 0% | -39% | i | 8%
Cc1ccc(-n2cc(S(=O)(=O)c3ccc(C)cc3)[nH]c2=O)cc1 | 0.3% | ? | 3% | -11% | 3% | ? | 3.2µM* | i | 6%
Cc1cccc(CCn2c(=O)c3ccccc3n(Cc3ccccc3C)c2=O)c1 | -1.1% | -18% | 3% | 11% | . | . | 0% | i | 2%
CCN(CC)C(=O)CSc1nc(Cc2ccccc2)nc2ccccc12 | 0.8% | -14% | ? | 3% | ? | 3% | -61% | i | 1%
COc1cc(-c2cc(NC(C)=O)c3ncc(-c4cc(OC)c(OC)c(OC)c4)n3c2)cc(OC)c1OC | 8.5%[9.22 µM] | 4% | . | ? | 7% | . | -20% | ? | .
CCOc1ccccc1NC(=O)Cn1nc(-c2ccco2)ccc1=O | 2.6% | ? | 5% | -6% | -2% | 0% | 4% | i | 20%
CCC1(C)N([O-])C(C)=C(c2ccccc2)[N+]1=O (configuration not stated) | -0.9% | 37%[activator] | . | -16% | -4% | 1% | 11% | i | -1%
CC1CN(C(=S)Nc2ccc(S(N)(=O)=O)cc2)CC(C)O1 (configuration not stated) | -1.7% | -24% | -11% | 8% | -2% | 11% | -24% | i | 0%
COc1ccc([C@H]2CN(c3ccccc3)C(=O)[C@@H]2CC(=O)Nc2ccccc2)cc1 | 4.9% | -2% | . | 39%[activator] | -8% | . | -25% | i | .
CCN(CC)CCn1c(SCC(=O)NCCC2=CCCCC2)nc2c(sc3ccccc32)c1=O | 0.0% | 1% | -13% | -11% | -15% | -1% | -12% | ? | 0%
Cc1c(C)c2c(OCC(=O)O)cc3c(c2oc1=O)CCC(C)(C)O3 | 0.2% | -4% | -15% | . | -1% | 4% | -3% | i | -5%
CC(=O)/C(=N\Nc1ccc(C)cc1)N1CCOCC1 | 4.5% | -17% | 24% | 9% | 7% | -6% | -10% | i | ?
COc1ccc(CNC(=O)C2CCN(S(=O)(=O)c3ccc4nc5c(c(C(=O)O)c4c3)CCCC5)CC2)cc1 | 0.1%&0.5% | 1%&6% | . | . | -5% | . | 7%&13% | i | 4%
COc1ccc2nc3ccccc3nc2c1NC(=O)c1ccccc1Cl | 0.2% | 8% | -9% | -2% | 236%[activator] | -3% | 1% | i | -3%
Cc1cc(C(=O)COC(=O)c2ccncc2)c(C)n1Cc1ccco1 | 3.1% | -3% | ? | -12% | -21% | 0% | 9% | i | 3%
Cc1ccc(C)c(COC(=O)c2cccc(S(=O)(=O)N3CCCC3)c2)c1 | 0.0% | 3% | ? | -12% | -17% | 17% | -3% | i | 3%
CN1CCCC(C)(C(=O)Nc2ccc(-n3cccc3)cc2)C1 (configuration not stated) | 0.9% | 32% | . | 7% | 18% | . | -14% | i | .
O=C(c1ccc([N+](=O)[O-])cc1)N1CCN(C(=O)c2ccco2)CC1 | -0.4% | -25% | 2% | -22% | 3% | 2% | 4% | i | -1%

Whole records as entered above. Order of values: Nrf2 ARE act | TGFb inhibitor | Nrf2 inh | ATXN2 expr inh | EPAC2 antagonist | MCF10A rerep | HepG2 tox | S2 tox | A549 tox
Entry for `Cc1cc(C(=O)COC(=O)c2ccncc2)c(C)n1Cc1ccco1` → 3.1% | -3% | ? | -12% | -21% | 0% | 9% | i | 3%
Entry for `COc1ccc2nc3ccccc3nc2c1NC(=O)c1ccccc1Cl` → 0.2% | 8% | -9% | -2% | 236%[activator] | -3% | 1% | i | -3%
Entry for `CC(=O)/C(=N\Nc1ccc(C)cc1)N1CCOCC1` → 4.5% | -17% | 24% | 9% | 7% | -6% | -10% | i | ?
Entry for `O=C(c1ccc([N+](=O)[O-])cc1)N1CCN(C(=O)c2ccco2)CC1` → -0.4% | -25% | 2% | -22% | 3% | 2% | 4% | i | -1%

Following part:
SMILES | Nrf2 ARE act | TGFb inhibitor | Nrf2 inh | ATXN2 expr inh | EPAC2 antagonist | MCF10A rerep | HepG2 tox | S2 tox | A549 tox
COc1ccc(C(=O)Nc2nc(CC(=O)NCc3c(F)cccc3F)cs2)cc1 | 3.4% | ? | . | . | -9% | . | -23% | ? | .
COc1cccc(NC(=O)Cn2cc(C(=O)c3ccc(C)cc3)c(=O)c3cc(OC)ccc32)c1 | -0.7% | ? | -3% | . | . | . | -9% | . | ?
COc1ccc(NC(=O)CN(Cc2ccccc2)S(=O)(=O)c2ccc(C)cc2)cc1Cl | 5.1% | ? | ? | -17% | . | . | -10% | i | 3%
CCC(C)(C)C1CCc2[nH]nc(C(=O)NN)c2C1 (configuration not stated) | 1.3% | -22% | ? | -1% | 4% | 1% | 3% | i | 8%
Cc1cc(C)c2c(-n3cccc3)nn(CC#N)c2n1 | 7.3% | -7% | 0% | 1% | 6% | -1% | -27% | i | -3%
COc1ccc(COc2ccccc2C(N)=O)cc1F | 7.1% | -3% | ? | 51%[activator] | 3% | -44%[inhibitor] | -3% | i | 1%
CN(C(=O)CN1C(=O)/C(=C/c2ccc(F)cc2)SC1=S)C1CCS(=O)(=O)C1 (configuration not stated) | 1.6% | -14% | 0% | 8% | -3% | ? | -19% | i | 1%
COCCNC(=O)c1ccccc1NC(=O)c1nsc2ccccc12 | 14% | ? | . | 16% | . | . | -34% | i | 10%
CCCCCOc1ccc(Br)cc1/C(C)=N/NC1=NCCN1 | 0.7% | ? | -9% | ? | 5% | 3.3µM* | -51% | ? | ?
O=C(Nc1ccc(N2CCOCC2)cc1)c1ccc(COc2ccccc2)cc1 | -0.2% | 21% | ? | -13% | 3% | -5% | -4% | i | 6%
Cc1ccc(SCC(=O)NCCSCc2ccccc2)cc1 | -0.7% | 0% | -1% | -6% | -4% | 21% | 5% | i | 1%
CC1(C)Cc2ccccc2C(N)=C1C#N | -0.4% | 6% | -7% | 8% | -2% | 5% | -27% | i | -5%
O=C(O)c1ccc(Br)c(S(=O)(=O)N2CCCC2)c1 | 0.6% | 21% | 1% | -7% | 0% | -4% | -38% | i | 4%
CCOc1cc(C2C(C(=O)N3CCCCC3)=C(C)NC3=C2C(=O)CC(C)(C)C3)ccc1O (configuration not stated) | 0.3% | -5% | -24% | 2% | 7% | 2% | 1% | i | .
COc1cccc(CN2CCN(C(=O)CC(C)C)CC2)c1 | 0.3% | 1% | -3% | 6% | 1% | -3% | -18% | i | -8%
Cc1ccc(S(=O)(=O)N2CCCC2CNC(=O)c2ccccc2)cc1 (configuration not stated) | -0.5% | -14% | 11% | 1% | 15% | 16% | -4% | i | -8%

Source: PubChem
